# From PubChem
# SKN-1 inh: C. elegans SKN-1 inhibition. AID 624304. inhibition, % at 21.8 µM. 0.49% of 360,000 active. C. elegans VP596 Pgst-4::GFP/RFP ratio, acrylamide-induced, 24 h;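 active = interference check ratio from 0.5 to 1.5 plus GFP to RFP signal ratio inhibition reaching or exceeding a fixed threshold, cut at about 30% in these data, passing the limit was not always enough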; also: some compounds called inactive have numbers as strong as hits
# Rin1 Abl inh: inhibitors of human Rin1-Abl protein interaction | P00519+Q13671 | TR-FRET Rin1/Abl binding, biochemical | inhibition, % at 7.35 µM | 0.4% of 360,000 active | AID 588664; in the data active = inhibition above about 5%, passing the limit was not always enough
# E coli Lon inh: inhibitors of E. coli Lon protease | inhibition, % at 7.94 µM | 0.42% of 360,000 active | purified E. coli Lon protease, fluorescence polarization; in the data active = inhibition above about 13%, passing the limit was not always enough;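 also: 0% = enzyme with probe and DMSO and 100% = no enzyme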
# MT1-MMP act inh: inhibitors of human MT1-MMP activation | P50281 | HT1080 RFP-PRO-GFP cells, GFP/RFP ratio fluorescence, overnight; percent of plate control window, DMSO zero | GFP/RFP ratio change, % at 20 µM | 0.061% of 360,000 active | AID 651647;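 active = GFP/RFP ratio change of at least 30% with cell ATP level not reduced by more than half and red fluorescence within 50% of control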; also: strong numbers were not always called active
#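 Assay system: HT1080 cells carrying an RFP-PRO-GFP reporter | Dosing: Single dose of 20 µM compound, 1% DMSO final | Incubation: Cells overnight before dosing, compound overnight, 37 °C, 5% CO2 | Evaluation: GFP/RFP fluorescence ratio | Control set: DMSO and RFP-L50D-GFP cell wells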
# CendR NRP1 mod: NRP-1/CendR interaction modulation; O14786; AID 602438; 0.85% of 360,000 active; FAM-RPARPAR peptide binding to NRP-1, fluorescence polarization; inhibition, % at 25 µM;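 active = inhibition or corrected inhibition above about 18%, plus a signal ratio from 0.5 to 1.5, limit read from the data, passing the limit was not always enough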; also: strong numbers were not always called active
# MLLE-PAM2 inh: inhibitors of microRNA-mediated deadenylation, human PABP1 MLLE binding. inhibition, % at 20 µM. P11940. GST-MLLE / FITC-PAM2 fluorescence polarization. 0.36% of 360,000 active; in the data active = inhibition above about 35%, passing the limit was not always enough;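 also: plate controls were DMSO wells with GST-MLLE for no effect and wells lacking GST-MLLE protein for full effect; some results filed as inactive read as strong as hits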
# Neddyl block: cullin neddylation inhibition. 0.58% of 360,000 active. AID 651699. calls only at 25 µM. TR-FRET cullin neddylation, biochemical; in the data active = inhibition above about 36%
# Target sequence (P61081 whole entry, looked up): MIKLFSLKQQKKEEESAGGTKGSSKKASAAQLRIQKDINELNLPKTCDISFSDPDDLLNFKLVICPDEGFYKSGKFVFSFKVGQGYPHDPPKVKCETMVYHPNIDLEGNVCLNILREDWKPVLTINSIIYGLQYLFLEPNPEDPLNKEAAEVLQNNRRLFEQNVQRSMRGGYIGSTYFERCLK
# Target sequence (Q13564 whole entry, looked up): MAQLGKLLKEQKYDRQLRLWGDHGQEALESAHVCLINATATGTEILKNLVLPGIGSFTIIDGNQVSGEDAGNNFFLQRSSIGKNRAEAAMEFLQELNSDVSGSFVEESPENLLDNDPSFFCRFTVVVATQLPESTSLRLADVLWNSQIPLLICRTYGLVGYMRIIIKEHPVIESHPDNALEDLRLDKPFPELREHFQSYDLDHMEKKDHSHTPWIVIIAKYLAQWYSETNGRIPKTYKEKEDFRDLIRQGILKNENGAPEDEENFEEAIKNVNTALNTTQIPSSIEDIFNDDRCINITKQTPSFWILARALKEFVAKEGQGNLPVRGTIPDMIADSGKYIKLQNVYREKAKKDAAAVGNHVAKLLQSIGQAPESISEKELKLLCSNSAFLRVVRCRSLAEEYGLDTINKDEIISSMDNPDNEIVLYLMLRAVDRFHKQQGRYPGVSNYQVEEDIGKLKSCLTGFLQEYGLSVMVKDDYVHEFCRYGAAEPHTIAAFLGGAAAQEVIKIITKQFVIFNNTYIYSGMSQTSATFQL
# FAS TE block: blocks the thioesterase domain of human fatty acid synthase. inhibition, % at 15 µM. 0.67% of 360,000 active. AID 602261. P49327. recombinant FAS-TE, OMFH fluorogenic substrate, fluorescence endpoint;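 active = compounds whose normalised, plate-corrected inhibition of enzyme fluorescence in the single-dose primary screen is 50% or more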;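 also: 0% = DMSO with enzyme and 100% = substrate without enzyme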
# bovine MsrA act: activators of bovine methionine sulfoxide reductase A; activation, % at 10.6 µM; 0.3% of 360,000 active; purified bovine MsrA, absorbance read-out; in the data active = activation above about 7.5%;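 also: 0% = vehicle and 100% = reference activator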
# * marks the source's active call; other numbers are inactive results; i = inactive; nt = no result given.
SMILES,SKN-1 inh,Rin1 Abl inh,E coli Lon inh,MT1-MMP act inh,CendR NRP1 mod,MLLE-PAM2 inh,Neddyl block,FAS TE block,bovine MsrA act
CCN1C(=O)N[C@@H](c2ccco2)C(C(=O)OC)=C1C,0,2,3,0,11,-9,i,-12,-2
C=Cn1cc[n+](CC(=O)c2ccc(Cl)c(Cl)c2)c1,13,-2,3,-3,8,-4,i,-4,-3
COC(=O)C(C(=O)Nc1ncccn1)C1CCCCCC1 (configuration not stated),-3,-1,-3,-4,19,-9,i,-5,6
CC(C)/C=C/C(=O)N1CCC(N2CCC(C(=O)NCc3ccccn3)CC2)CC1,9,0,16,-2,11,17,i,-7,-3
CC(C)c1ccc(NC(=O)NC2CCN(CC(=O)Nc3cccc4ccccc34)CC2)cc1,7,1,10,-5,14,11,i,14,-2
COc1ccc(NC(=O)COC(=O)C2CC(=O)N(c3ccc(OC(C)C)cc3)C2)cc1 (configuration not stated),8,3,-4,3,-2,1,i,-2,1
CC(=O)c1ccccc1C(=O)N(C)C1CCCN(Cc2ccccc2F)C1 (configuration not stated),-3,2,-6,-3,-9,15,i,-2,-12
COc1ccccc1C(=O)NC(=O)Nc1nc(-c2ccccc2)cc(C(F)(F)F)n1,17,1,1,2,-3,6,i,13,-4
CC(=O)/C=C(\C)Nc1c(C)n(C)n(-c2ccccc2)c1=O,1,1,-6,1,5,-13,i,-5,-1
Cc1cc(C)n2nc(SCC(=O)Nc3c(C)nn(-c4ccccc4)c3C)nc2n1,-9,5,-2,-4,-1,-2,i,-4,-10
O=C(/C=C/c1c(F)cccc1Cl)N1CCOCC1,21,-4,-8,-3,8,-9,i,-4,-2
c1nc(Nc2ccc(N3CCOCC3)cc2)c2ccsc2n1,-1,-3,-7,5,-21,-9,i,-2,-3
O=C(Nc1ccc(N2C(=O)c3cccc4cccc(c34)C2=O)cc1)c1ccc(N2CCCCC2)c([N+](=O)[O-])c1,-5,-1,-6,7,8,5,i,56*,-5
CC(=O)Nc1cc(NC(C)=O)ncn1,0,1,-3,-1,1,4,i,-4,-6
CN(CC(=O)NCCc1ccccc1)CC(=O)Nc1cccc(F)c1,10,3,2,3,0,-8,i,-4,-2
CC(=O)Nc1ccc(SCCC2CCCCN2C)cc1 (configuration not stated),7,0,-3,-3,6,34,i,-6,-4
O=C(CN1CCN(S(=O)(=O)c2ccc(Br)cc2)CC1)Nc1ccccc1C(=O)c1ccccc1,-2,-2,-7,-8,4,-1,i,36,-6
Cc1ccc(CNS(=O)(=O)c2ccc(C)s2)cc1,4,6,13,-6,-4,9,i,0,-2
CC(C)(C)c1cc(CCC(=O)NNC(=O)c2ccco2)cc(C(C)(C)C)c1O,-1,0,4,1,-9,4,i,-7,-2
CCOC(=O)c1nnc2c(Br)c(-c3ccccc3)nn2c1C,1,2,-8,-3,8,12,i,10,-4
CS(=O)(=O)C1=NN2C(=N)/C(=C\c3ccc(OCCOc4ccccc4)cc3)C(=O)N=C2S1,1,0,-13,2,-40,-20,i,6,-2
CCN(CC)CC#CCC(O)(c1ccccc1)c1ccc(Br)cc1 (configuration not stated),1,4,5,-4,2,10,i,-2,-3
Cc1ccc(NCc2nnc3n2CCCCC3)c(C)c1,-9,-2,-2,2,-4,0,i,-14,8.2*
O=C(Nc1ccccc1C(=O)NCc1ccco1)Nc1cccc2ccccc12,-12,1,-4,0,-2,-1,i,16,-5
CCN(CC)C(=O)CP(=O)(c1ccccc1)c1ccccc1,17,3,-7,1,12,-6,i,-9,3
C[C@@H]1C=C[C@](Cc2ccccc2)(C(=O)NCC2CC2)N1C(=O)c1ccccc1,35*,0,-5,2,13,-4,i,-5,0
CC(C)CCOc1ccc(C(=O)N2CCN(c3ncccn3)CC2)cc1,-11,1,1,-1,5,6,i,1,-9
Cc1ccc(N(C(=O)c2cccs2)C2C=CS(=O)(=O)C2)cc1 (configuration not stated),6,1,1,-3,9,-9,i,-4,-2
COc1ccc(-c2nnc(C3CCN(S(=O)(=O)c4ccccc4)CC3)o2)cc1,-2,0,-6,-2,-3,0,i,4,-3
O=C(CCNC(=O)N1CC(=O)Nc2ccccc21)NCc1cccc(Cl)c1,13,2,-2,0,0,-5,i,1,-5

# Molecules above containing sulfur (8):
SMILES,SKN-1 inh,Rin1 Abl inh,E coli Lon inh,MT1-MMP act inh,CendR NRP1 mod,MLLE-PAM2 inh,Neddyl block,FAS TE block,bovine MsrA act
Cc1cc(C)n2nc(SCC(=O)Nc3c(C)nn(-c4ccccc4)c3C)nc2n1,-9,5,-2,-4,-1,-2,i,-4,-10
c1nc(Nc2ccc(N3CCOCC3)cc2)c2ccsc2n1,-1,-3,-7,5,-21,-9,i,-2,-3
CC(=O)Nc1ccc(SCCC2CCCCN2C)cc1 (configuration not stated),7,0,-3,-3,6,34,i,-6,-4
O=C(CN1CCN(S(=O)(=O)c2ccc(Br)cc2)CC1)Nc1ccccc1C(=O)c1ccccc1,-2,-2,-7,-8,4,-1,i,36,-6
Cc1ccc(CNS(=O)(=O)c2ccc(C)s2)cc1,4,6,13,-6,-4,9,i,0,-2
CS(=O)(=O)C1=NN2C(=N)/C(=C\c3ccc(OCCOc4ccccc4)cc3)C(=O)N=C2S1,1,0,-13,2,-40,-20,i,6,-2
Cc1ccc(N(C(=O)c2cccs2)C2C=CS(=O)(=O)C2)cc1 (configuration not stated),6,1,1,-3,9,-9,i,-4,-2
COc1ccc(-c2nnc(C3CCN(S(=O)(=O)c4ccccc4)CC3)o2)cc1,-2,0,-6,-2,-3,0,i,4,-3

# Additional structures follow:
SMILES,SKN-1 inh,Rin1 Abl inh,E coli Lon inh,MT1-MMP act inh,CendR NRP1 mod,MLLE-PAM2 inh,Neddyl block,FAS TE block,bovine MsrA act
CCC1(CC)NC(=O)N(CC(=O)OCC(=O)NC(=O)c2ccccc2)C1=O,9,4,7,-3,-3,-15,i,-2,-5
COc1ccc(CNC(=S)N/N=C/c2ccncc2)cc1,3,3,1,2,3,13,i,12,-4
Cc1ccc(CNC(=O)c2oc3ccc(S(=O)(=O)N4CCOCC4)cc3c2C)cc1,6,2,4,1,13,1,i,9,-6
CC1(c2nnc(-c3cccc(Cl)c3)o2)CC(c2cccc(F)c2)=NO1 (configuration not stated),6,1,-11,0,19,2,i,13,-4
COc1ccc(C(CNc2ccc(S(=O)(=O)N3CCN(C)CC3)cc2[N+](=O)[O-])N(C)C)cc1 (configuration not stated),1,1,5,3,12,1,i,-2,-6
COc1ccc(C2C(C(=O)NCc3ccccn3)c3ccccc3C(=O)N2C)cc1OC (configuration not stated),3,-1,3,4,8,10,i,-8,-1
CCN(CC)c1ccc(C(=O)OCC(=O)c2ccco2)cc1,1,-2,-7,2,-21,5,i,3,-4
CCNc1nc(NC#N)nc(SCC(=O)OCC)n1,6,1,-7,1,4,1,i,-8,0
C=CCn1c(C)cc(C(=O)CSc2nc3ccccc3[nH]2)c1C,11,-1,-11,1,-5,-50,i,3,-1
CCOC(=O)C1CCCN(C(=O)c2cc(-c3ccncc3)nc3ccccc23)C1 (configuration not stated),13,-1,-5,-3,2,-12,i,-3,-2
CCOC(=O)C1=C(N)Oc2ccc3ccccc3c2C1c1ccc(O)cc1 (configuration not stated),-10,-2,0,-3,8,-2,i,36,0
O=C(Nc1ncc([N+](=O)[O-])s1)C1CC(=O)N(c2ccc(F)cc2)C1 (configuration not stated),3,-1,-12,-1,7,21,i,0,-1
O=C(/C=C/c1ccc(OCc2cccc(Cl)c2)cc1)N1CCOCC1,30,0,5,0,8,-11,i,18,-2
O=C(C1=NN(c2ccccc2)C2C(=O)N(c3ccccc3)C(=O)C12)c1ccccc1 (configuration not stated),11,-2,-31,-81,131,8,i,24,-3
Cc1cccc(NC(=O)N2CCC(NC(=O)c3ccco3)CC2)c1,0,0,0,1,8,6,i,-9,-11
Cc1c(C)n(CC(O)CSc2ccccc2)c2ccccc12 (configuration not stated),14,nt,5,4,1,nt,i,9,0
Clc1ccc(-c2cn(-c3ccc(Cl)cc3)c3[n+]2CCCCC3)cc1,-7,-1,-5,1,-1,2,i,-5,-3
O=C(COC(=O)c1n[nH]c2ccccc12)NC(=O)NCc1ccco1,21,5,-11,1,-17,1,i,-13,-8
CCCCOC(=O)c1ccc(NC(=O)CSc2nnnn2C)cc1,3,2,3,-4,9,1,i,-3,0
Cn1ccnc1SCC(=O)Nc1ccc2c(c1)OCCO2,15,-2,4,-2,1,-6,i,-7,-4
CC(OC(=O)/C=C/c1ccc(Br)cc1)C(=O)N1CCOCC1 (configuration not stated),13,0,-13,2,8,16,i,-7,-1
COc1ccc(-c2ccc(CNCCCN3CCOCC3)o2)cc1Cl,-5,1,-1,3,4,-3,i,-1,-6
CC(C)C[C@H]1COCCS(=O)(=O)N1Cc1ccc(Cl)c(Cl)c1,2,1,-1,0,19,-2,i,37,-8
O=C(O)C(CCC(C(=O)O)c1ccccc1)c1ccccc1 (configuration not stated),-2,1,-12,0,23,6,i,0,-1
Cc1cc(C)nc(NNS(=O)(=O)c2c(F)cc(F)cc2Br)n1,-18,2,12,-4,6,16,i,1,-9
O=C(CCC1CCCCC1)Nc1nnc(C(F)(F)F)s1,2,0,-8,2,-5,-14,i,3,-2
O=C(Nc1ncccc1Cl)c1ccc2c(c1)OCCO2,5,-3,-1,2,10,-1,i,-6,0
CCC(C)N1CC(O)=C(c2nc3ccccc3[nH]2)C1=N (configuration not stated),7,-2,7,2,0,-1,i,-6,-2
CC(CNC(=O)CN1C(=O)CCSc2ccccc21)c1ccccc1 (configuration not stated),3,-3,-3,0,5,18,i,-8,-2
COCCN(C(=O)CNC(=O)c1ccco1)C(C(=O)NC1CCCC1)c1cccc(OC)c1 (configuration not stated),3,-1,2,0,1,-1,i,-9,-2
CCN(CC(=O)Nc1ccc(NC(C)=O)cc1)C(=O)/C=C/c1cn(-c2ccccc2)nc1-c1ccc(C)cc1,2,4,-1,2,3,-7,i,20,-3
O=C(Nc1ccccc1C(=O)Nc1cccnc1)c1ccccc1,12,2,-4,-1,-7,6,i,-4,-1
COc1ccc(N2CCN(C(=O)COC(=O)CNC(=O)c3ccc(Cl)cc3Cl)CC2)cc1,19,1,-3,4,6,-8,i,-6,-2
CCS(=O)(=O)NCCc1ccc(OC)c(OC)c1,17,0,-8,2,11,4,i,-9,-2
Cc1ccc(-c2ccc(=O)n(CC(=O)NCCN(CC(C)C)CC(C)C)n2)cc1,-19,3,2,nt,-2,-3,i,-5,-13
CCOC(=O)C1=C(O)C(=O)N(Cc2ccccc2)C1,4,3,-2,-2,10,3,i,-4,-2
COc1ccc(OC)c(Nc2nc(C3CC3)nc3c2nnn3Cc2ccccc2)c1,-48,-1,-3,3,21,-7,i,21,0
Fc1cccc2sc(Nc3nc4cc5c(cc4s3)OCCO5)nc12,3,1,2,3,-3,11,i,8,-2
CCOc1ccc(NC(=O)c2ccc(NC(=O)c3ccccc3Br)cc2)cc1,21,-2,-2,6,9,10,i,-6,-3
COc1ccc(C2CC(c3ccc(C)o3)=NN2C(C)=O)cc1 (configuration not stated),8,-1,-3,0,-16,2,i,-11,-1
Fc1ccc(CNc2cnccn2)cc1,-15,-3,2,1,-10,-8,nt,-7,-10
CCCc1n[nH]c2c1C(=O)CC(C)(C)C2,10,1,-3,5,-11,-1,i,-5,-3
COc1ncccc1C(=O)N1CCCC(C(=O)c2cc(F)ccc2F)C1 (configuration not stated),-6,2,-1,-1,10,-5,i,-5,-3
CCCS(=O)(=O)N1CCN(C(=O)c2ccco2)CC1,-2,-3,8,0,13,9,i,-8,0
CCN(CC1COc2ccccc2O1)C(=O)CN1C(=O)NC(C)(c2ccc(C)cc2)C1=O (configuration not stated),15,1,0,-3,3,-3,i,3,0
O=C(CSc1nc2ccccc2c(=O)n1NC(=O)c1ccccc1)c1ccc(Cl)cc1,10,-1,-6,-9,-6,4,i,25,-3
O=C(c1cnc2n(c1=O)CCS2)N1CCN(c2ccccc2F)CC1,3,3,-2,0,0,-1,i,-4,-4
